FBW7 act = human FBW7 E3 ligase activation, primary screen; 650,000 compounds, 0.13% hits; normalized activity (activation), % at 26.1 µM; Q969H0; AlphaScreen FBW7–phospho-cyclin E peptide binding, activator screen; in the data active = normalized activity above about 1.9%;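 note: purified mutant Fbw7 with reduced substrate affinity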
Target sequence (Q969H0 whole entry, looked up): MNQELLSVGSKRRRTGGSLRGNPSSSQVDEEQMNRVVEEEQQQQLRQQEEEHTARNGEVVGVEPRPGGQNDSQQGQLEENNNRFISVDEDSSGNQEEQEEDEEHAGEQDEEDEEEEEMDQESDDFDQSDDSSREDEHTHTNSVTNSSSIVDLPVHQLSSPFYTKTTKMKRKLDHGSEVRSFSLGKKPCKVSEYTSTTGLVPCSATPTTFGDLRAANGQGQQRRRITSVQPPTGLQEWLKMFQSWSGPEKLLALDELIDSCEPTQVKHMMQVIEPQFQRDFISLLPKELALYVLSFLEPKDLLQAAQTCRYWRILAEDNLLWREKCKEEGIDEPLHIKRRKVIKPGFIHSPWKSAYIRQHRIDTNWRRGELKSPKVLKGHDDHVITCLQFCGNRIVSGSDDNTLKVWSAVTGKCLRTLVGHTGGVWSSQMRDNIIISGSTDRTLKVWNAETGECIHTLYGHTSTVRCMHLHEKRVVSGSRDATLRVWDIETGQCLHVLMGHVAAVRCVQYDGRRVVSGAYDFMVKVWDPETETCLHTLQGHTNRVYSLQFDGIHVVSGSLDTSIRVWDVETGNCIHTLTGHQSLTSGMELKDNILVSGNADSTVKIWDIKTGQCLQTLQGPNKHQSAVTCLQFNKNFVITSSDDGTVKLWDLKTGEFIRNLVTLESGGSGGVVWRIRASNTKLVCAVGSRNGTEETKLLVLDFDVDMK
GPR151 activ = activators of human GPR151. 650,000 compounds, 1% hits. PathHunter beta-arrestin GPR151 cells, luminescence. AID 1508602. Q8TDV0. activation, % at 11.2 µM; in the data active = activation above about 4.9%;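 note: 0% = median of compound wells and 100% = cells with positive control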
Target sequence (Q8TDV0 whole entry, looked up): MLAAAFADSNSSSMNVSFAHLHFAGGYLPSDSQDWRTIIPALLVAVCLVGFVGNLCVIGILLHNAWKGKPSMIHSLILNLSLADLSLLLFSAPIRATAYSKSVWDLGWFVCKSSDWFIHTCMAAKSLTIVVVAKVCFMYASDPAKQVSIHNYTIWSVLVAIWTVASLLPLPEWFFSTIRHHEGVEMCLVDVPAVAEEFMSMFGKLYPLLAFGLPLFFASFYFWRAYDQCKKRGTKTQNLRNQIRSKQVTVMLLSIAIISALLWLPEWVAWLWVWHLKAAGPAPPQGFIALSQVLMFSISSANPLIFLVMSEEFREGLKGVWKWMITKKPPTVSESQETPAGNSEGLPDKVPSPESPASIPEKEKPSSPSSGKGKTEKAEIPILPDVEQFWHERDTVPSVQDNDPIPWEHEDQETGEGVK
MITF primary = human MITF inhibition, primary screen; O75030; AlphaScreen MITF homodimerization, bead proximity signal; inhibition, % at 2.6 µM; 650,000 compounds, 0.91% hits; AID 1259374; in the data active = inhibition above about 50%;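 note: 0% = vehicle wells with protein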
TEAD-YAP inh = TEAD-YAP interaction inhibition; HEK-TIYL cells, TEAD-Gal4/YAP UAS-luciferase luminescence; inhibition, % at 9.12 µM; 640,000 compounds, 1.4% hits; in the data active = inhibition above about 32%;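 note: 0% = median of test compound wells and 100% = reference inhibitor wells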
* hit, by the source's call.

Results follow in this order: FBW7 act | MITF primary | GPR151 activ | TEAD-YAP inh
- COC(=O)C1=C(C(=O)OC)SC2(S1)C(C(=O)OC)=C(C(=O)OC)SC1=C2c2cc(C)ccc2N(C(=O)c2ccccc2)C1(C)C
→ 0.1 | 21 | -0.8 | 0
- O=C(COc1ccccc1)Nc1ccc(C(=O)O)cc1NC(=O)COc1ccccc1
→ -0.1 | 9 | -0.8 | 8
- Cc1ccccc1C(C(C#N)C#N)[C@H](C(N)=O)[n+]1ccccc1 (stereo not given in full)
→ -0.2 | 3 | 1.1 | 1
- Cc1onc(-c2ccccc2Cl)c1C(=O)N1CCN(c2ccc([N+](=O)[O-])c(N3CCCC3)c2)CC1
→ -0.1 | 8 | 1.1 | 17
- CCOC(=O)c1cnc(SCCC(=O)Nc2ccccc2)nc1N
→ -0.1 | -1 | 1.4 | 6
- CCn1nc(-c2ccc(C(F)(F)F)cc2)nc2c(=O)n(C)c(=O)nc1-2
→ -0.1 | 15 | -8.4 | -2
- NC(=O)c1c(NC(=O)CN2C(=O)C3CC=CCC3C2=O)sc2c1CCCC2 (stereo not given)
→ -0.2 | -3 | -0.4 | 5
- CC1(C)CC(=O)N(CC(=O)NCCN2CCOCC2)c2ccccc2S1
→ 0.1 | -4 | 0.2 | 3
- COc1ccc(C2/C(=C(/O)c3ccc(C)cc3)C(=O)C(=O)N2CC(C)C)c(OC)c1 (stereo not given)
→ 0.2 | 11 | -2.3 | -5
- c1cnc(Nc2nc(Nc3ccc(N4CCOCC4)cc3)c3[nH]cnc3n2)cn1
→ -0.3 | 2 | 2.6 | 31
- COc1cc(C2C3=C(CC(C)(C)CC3=O)OC3=C2C(=O)CC(C)(C)C3)ccc1OCc1cc2c(cc1Cl)OCO2
→ -0.1 | -7 | -0.2 | 8
- O=C(NCCCN1CCCC1)C(=O)Nc1ccc2nc3n(c(=O)c2c1)CCCCC3
→ -0.2 | 0 | 4.6 | 10
- Cc1cc2cc(CNC(=O)Cc3ccc(F)cc3)ccc2n1C
→ 0.0 | 15 | -1.1 | -8
- O=c1c2ccccc2nc(-c2ccccc2F)n1Cc1cccc([N+](=O)[O-])c1
→ -0.2 | -6 | 0.5 | -3
- CNC(=O)c1ccc2c(c1)ncn2-c1ccc(C)cc1C
→ 0.2 | 0 | -0.6 | -25

An excerpt from above in order of count of non-hydrogen atoms, lowest first.
Results follow in this order: FBW7 act | MITF primary | GPR151 activ | TEAD-YAP inh
- Cc1cc2cc(CNC(=O)Cc3ccc(F)cc3)ccc2n1C
→ 0.0 | 15 | -1.1 | -8
- NC(=O)c1c(NC(=O)CN2C(=O)C3CC=CCC3C2=O)sc2c1CCCC2 (stereo not given)
→ -0.2 | -3 | -0.4 | 5
- COc1ccc(C2/C(=C(/O)c3ccc(C)cc3)C(=O)C(=O)N2CC(C)C)c(OC)c1 (stereo not given)
→ 0.2 | 11 | -2.3 | -5

Limited to GPR151 activ, for some of the entries so far:
mol	GPR151 activ
CNC(=O)c1ccc2c(c1)ncn2-c1ccc(C)cc1C	-0.6
CC1(C)CC(=O)N(CC(=O)NCCN2CCOCC2)c2ccccc2S1	0.2

(cont.)
Results follow in this order: FBW7 act | MITF primary | GPR151 activ | TEAD-YAP inh
- COCCNC(=O)c1cccc(OC2CCN(C3CSCCSC3)CC2)c1
→ -0.1 | -16 | 1.4 | 0
- CCOC(=O)c1ccccc1NC(=O)c1ccc(OC)c([N+](=O)[O-])c1
→ -0.1 | -3 | -1.7 | -8
- COC(=O)c1cc(S(=O)(=O)N2CCN(c3cc(C)ccc3C)CC2)c[nH]1
→ 0.7 | 10 | -0.7 | 12
- CC(C)(CO)CNC(=O)CC1C(=O)NCCN1Cc1cccc2ccccc12 (stereo not given)
→ 0.1 | 9 | 1.4 | -10
- CC(=O)c1ccc(NC(=O)CSc2nnc(-c3ccoc3C)n2Cc2ccccc2)cc1
→ -0.1 | 4 | -0.9 | -5
- CC(C)OCCCNC(=O)c1cc(-c2cccs2)nc2ccccc12
→ 0.0 | -1 | 0.1 | 36*
- O=C(Cc1coc2ccc3ccccc3c12)N1CCCC1
→ -0.2 | -3 | -0.6 | -6
- CC1CCN(c2nc3c(c(=O)[nH]2)CCN(C(=O)c2cscn2)C3)CC1
→ 0.0 | 8 | -0.3 | -1
- Cc1ccccc1N1CCN(CCC(=O)Nc2ccc(OC(F)(F)F)cc2)CC1
→ 0.1 | -1 | -1.6 | 3
- CCc1ccc(Nc2nnc(SC(C)C(N)=O)s2)cc1 (stereo not given)
→ -0.1 | 0 | -1.5 | -26
- O=C(Nc1ccc2oc(=O)ccc2c1)c1ccccc1[N+](=O)[O-]
→ 0.2 | 13 | -0.9 | 21
- CCCCn1c(-c2ccccc2)nc(=S)c2c1CC(C)(C)OC2
→ -0.2 | 0 | 1.1 | -13
- CCS(=O)(=O)c1ncc(Cl)c(C(=O)Nc2ccc(OC(F)F)cc2)n1
→ -0.1 | -22 | -1.1 | -6
- O=[N+]([O-])c1cc(Br)c(O)c(C=Nc2ccc3[nH]ncc3c2)c1
→ -0.2 | 5 | -0.2 | 7
- CCOc1ccc(NC(=O)c2cccnc2SC)cc1
→ 1.1 | 16 | -1.3 | -29

Remaining list, next part:
Results follow in this order: FBW7 act | MITF primary | GPR151 activ | TEAD-YAP inh
- COCC(C)NC(=O)c1cc(-c2ccc(Cl)c(Cl)c2)on1 (stereo not given)
→ 0.0 | 2 | -0.6 | -3
- O=C1/C(=C/c2ccc(O)cc2)SC(=Nc2ccccc2)N1c1ccccc1
→ 0.6 | 15 | 2.1 | -4
- c1ccc(Cc2nc(Nc3ccc4c(c3)OCO4)c3c4c(sc3n2)CCCC4)cc1
→ 0.1 | 7 | 0.6 | -6
- CN1CCN(c2ccc(NC(=O)c3cc(Br)cc(Br)c3O)cc2Cl)CC1
→ 0.0 | -4 | 1.0 | 68*
- CC(=O)c1cccc(CN2CCCC(CNC(=O)c3cccs3)C2)c1 (stereo not given)
→ -0.1 | -2 | 10* | 3
- COc1ccc(C)cc1-n1c(=O)c2ccccc2n2c(SC)nnc12
→ -0.1 | 7 | 2.2 | -2
- CC(c1ccccc1)c1nnc(NC(=O)c2ccc(Cl)cc2)s1 (stereo not given)
→ -0.1 | 2 | -1.1 | -6
- COc1cc(NC(=O)CC(c2ccc(C)cc2)N2Cc3ccccc3C2=O)cc(OC)c1 (stereo not given)
→ 0.2 | -19 | -0.9 | -10
- CC(C)n1cnc2c(NCCOc3ccccc3)nc(Nc3cccnc3)nc21
→ -0.1 | 6 | 3.5 | 15
- O=C(NCc1ccccc1)/C(=C\c1ccc(O)cc1)NC(=O)c1ccccc1
→ 0.0 | 15 | 0.3 | 11
- CCOC(=O)c1c(C)[nH]c(C)c1C(=O)CSc1nc2ccccc2s1
→ 0.1 | 12 | 0.9 | -2
- Cc1nnc(SCC(=O)Nc2ccc(Cl)cc2)nc1C
→ 0.0 | 3 | -0.4 | 1
- CCCCn1c(SC2CCCCC2=O)nc2cc(S(N)(=O)=O)ccc21 (stereo not given)
→ 0.0 | -8 | -1.2 | -1
- Cc1nc2cc(NC(=O)c3ccc(Br)s3)ccc2s1
→ 0.0 | 11 | 4.4 | -24
- O=C(Nc1ccc(F)cc1)c1cc(S(=O)(=O)NCCc2ccccc2)ccc1F
→ 0.7 | -1 | 1.2 | 1

(continued)
Results follow in this order: FBW7 act | MITF primary | GPR151 activ | TEAD-YAP inh
- COC(=O)C1CCN(C(c2ccco2)c2sc3nc(C)nn3c2O)CC1 (stereo not given)
→ 0.6 | 12 | -1.3 | -2
- CN(c1ccccc1)S(=O)(=O)c1nnc(NC(=O)c2ccc(Cl)cc2)s1
→ 0.3 | -5 | 4.2 | -4
- COc1ccc(C(=O)NNc2cc(=O)n(C)c(=O)n2C)cc1OC
→ 0.1 | 11 | 0.3 | 0
- O=C(Cc1ccc2ccccc2c1)Nc1c2c(nn1-c1ccccc1)CCC2
→ 0.8 | -6 | -0.9 | 2
- CCOC(=O)c1ccc(NC(=O)c2ccc(S(=O)(=O)N3CC(C)CC(C)C3)cc2)cc1 (stereo not given)
→ 0.1 | 4 | 0.9 | 6
- CC(C)=CCN1CCc2nnc(C(NC(=O)c3ccoc3)C(C)C)n2CC1 (stereo not given)
→ 0.1 | -4 | 0.2 | -7
- Nc1c(/C=C2\C=CC(=O)C(O)=C2)c(=O)nc2sc(N3CCOCC3)nn12
→ -0.2 | 29 | 1.1 | -2
- O=S(=O)(Cc1ccccc1)NCC1CCCN(C2CCOCC2)C1 (stereo not given)
→ 0.0 | 6 | 0.6 | 3
- O=[N+]([O-])c1c(Nc2ccc(Cl)cc2)n[nH]c1-c1nnco1
→ 0.0 | 2 | 2.1 | -2
- CCOC(=O)c1ccc(NC(=O)CCS(=O)(=O)Cc2ccccc2)cc1
→ -0.1 | 1 | -1.3 | 2
- Nc1cn(-c2ccccc2)nc1-c1ccc(F)cc1
→ 0.2 | 6 | -2.9 | -58
- CCc1ccccc1NC(=O)CN1C(=S)NC(C)(C)CC1C (stereo not given)
→ 0.3 | 21 | 1.0 | -6
- O=C(O)c1cc2cccnc2nc1C(F)(F)F
→ 0.1 | 18 | -1.1 | 3
- Cc1cc(C)c(NC(=O)CN(c2ccccc2Br)S(C)(=O)=O)c(C)c1
→ -0.1 | 2 | 0.8 | 2
- COc1ccc(CCNC(=O)C2CC(=O)N(c3ccc(C)c(Cl)c3)C2)cc1OC (stereo not given)
→ 0.1 | 12 | 0.9 | -2

Next part:
Results follow in this order: FBW7 act | MITF primary | GPR151 activ | TEAD-YAP inh
- CCCCOC(=O)C1=C(C)NC2=C(C(=O)CC(C)(C)C2)C1c1ccc(O)c([N+](=O)[O-])c1 (stereo not given)
→ 0.0 | 21 | -0.6 | 19
- CN1CCN(C(=O)c2cc(-n3cnnc3)ccc2Cl)CC1
→ 0.0 | 4 | -0.7 | 4
- COc1ccc(CNc2ccc3ncc(-c4ccc(C(=O)NCCN(C)C)cc4)n3n2)cc1
→ 0.2 | -2 | 1.6 | 6
- O=S(=O)(c1ccc(I)cc1)N1CCSC1c1cccc(Cl)c1 (stereo not given)
→ 0.1 | -5 | 1.9 | 3
- COc1ccc(CN2CCNC(=O)C2CC(=O)N2CCCCCCC2)cc1OC (stereo not given)
→ 0.0 | -8 | -0.2 | -15
- Cc1cccn2cc(-c3ccc(NC(=O)c4cccc(F)c4)cc3)nc12
→ -0.2 | -7 | 0.4 | -22
- N#CCCN(CCN1CCOCC1)S(=O)(=O)c1ccc2ccccc2c1
→ -0.1 | -14 | 0.7 | 5
- CCOCCCNC(=O)c1ccc(Sc2ccc(C)cc2)c(N)c1
→ 0.2 | 12 | 0.2 | -5
- CC1(C)CC(=O)C2=C(C1)Nc1ccccc1NC2c1ccco1 (stereo not given)
→ -0.1 | -3 | -1.0 | -13
- CC(C)CC(C(=O)O)N1C(=O)/C(=C2/C(=O)N(C)c3ccccc32)SC1=S (stereo not given)
→ -0.2 | -2 | 0.6 | 7
- Cc1cc2ccccc2n1CCNC(=O)c1ccccc1I
→ 0.7 | 6 | -1.1 | -6
- COc1ccc(OCC(=O)N/N=C(\C)CC(=O)Nc2ccccc2Cl)cc1
→ 0.2 | 11 | 0.2 | 2
- Cc1ccc(S(=O)(=O)NCc2ccccc2)cc1C
→ 0.2 | 8 | 2.2 | -2
- CC(=O)NS(=O)(=O)c1ccc(NC(=O)c2ccc(Cl)cc2[N+](=O)[O-])cc1
→ 1.0 | 6 | 2.9 | 13
- CCc1cc2c(N3CCN(Cc4ccccc4)CC3)ncnc2s1
→ 0.0 | 6 | 2.1 | 17

A second format for part of the listing above.
canonical_smiles	FBW7 act	MITF primary	GPR151 activ	TEAD-YAP inh
CC(=O)NS(=O)(=O)c1ccc(NC(=O)c2ccc(Cl)cc2[N+](=O)[O-])cc1	1.0	6	2.9	13
CCc1cc2c(N3CCN(Cc4ccccc4)CC3)ncnc2s1	0.0	6	2.1	17

(listing goes on)
Results follow in this order: FBW7 act | MITF primary | GPR151 activ | TEAD-YAP inh
- CCOC(=O)C(C)Oc1ccc2c(C(F)(F)F)cc(=O)oc2c1 (stereo not given)
→ -0.2 | 2 | -0.6 | -2
- Cc1cc(C)cc(NS(=O)(=O)c2ccc3[nH]cc(C(=O)N4CCCC4)c(=O)c3c2)c1
→ -0.1 | 16 | -0.7 | 10
- CC(=O)N/C(=C/c1ccccc1Br)C(=O)NC(C)(C)C
→ 0.0 | -12 | 0.1 | -4
- O=C(Cn1cnc2scc(-c3ccccc3)c2c1=O)N1CCCC1
→ 0.1 | 15 | 0.3 | 12
- Cc1ccn(CC(=O)N(Cc2ccco2)Cc2cc3ccc(F)cc3nc2N(C)C)n1
→ 0.1 | -1 | -0.1 | -1
- O=C(NCCCCCCCCNC(=O)c1ccco1)c1ccco1
→ -0.1 | 3 | 2.7 | -4
- Cc1ccc(C)c(C(=O)CN2C(=O)C(=O)N(C3CCCC3)C2=O)c1
→ -0.1 | 0 | 0.3 | -4
- O=S(=O)(Cc1ccccc1)NCC1CCCN(Cc2ccoc2)C1 (stereo not given)
→ 0.8 | 6 | -0.4 | 1
- COc1ccc2c(c1)NC(C)(C)c1ssc(=Nc3ccc(C)c(Cl)c3)c1-2
→ 0.4 | 10 | -0.8 | 5
- Cc1onc(-c2ccccc2Cl)c1C(=O)Nc1ccc(C(=O)O)cc1
→ 0.0 | 1 | 1.2 | 8
- CC1(C)CC(=O)C(C=NCc2ccccc2)=C(O)C1
→ 0.0 | 13 | 2.3 | -6
- Cc1nn2c(N)c(C#N)cnc2c1-c1ccccc1
→ 0.0 | -23 | -0.3 | -30
- CCCNC(=O)CCCCn1c(=O)c2ccccc2n(CC(=O)NCc2ccc(F)cc2)c1=O
→ -0.2 | -2 | -1.4 | 10
- Brc1ccc(C2=CC(c3ccccc3)n3nnnc3N2)cc1 (stereo not given)
→ 0.0 | 5 | -0.4 | -1

Screening data as filed in PubChem.
